Coupling enz: inhibits coupling enzyme system, counter-screen for aldolase hits; AID 2472; coupling enzyme system counterscreen, AmpLite Red fluorescence; actives 0.67% (n = 290,000); activity change, negative = inhibition, % at 58.2 µM, hits read low; in the data active = activity change below about -30%
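Compounds tested against the coupling enzymes alone at 57.5 uM final; readout was AmpLite Red fluorescence (525/598 nm) after 20 min at RT.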
PKM2 activator: increases activity of human pyruvate kinase M2 | P14618 | purified PKM2, Kinase-Glo ATP luminescence, activation; response scale: 0% is enzyme alone, no compound | Potency, µM (top dose mostly 57.5 µM), for inactives: top-dose activation, hits mostly activators | actives 0.34% (n = 260,000) | AID 1631; active = well fitted activation curve with a large enough effect; note: potency is the fitted concentration of half-maximal effect; nearly all actives have a fitted effect of over 55% in size
Target sequence (P14618 whole entry, looked up): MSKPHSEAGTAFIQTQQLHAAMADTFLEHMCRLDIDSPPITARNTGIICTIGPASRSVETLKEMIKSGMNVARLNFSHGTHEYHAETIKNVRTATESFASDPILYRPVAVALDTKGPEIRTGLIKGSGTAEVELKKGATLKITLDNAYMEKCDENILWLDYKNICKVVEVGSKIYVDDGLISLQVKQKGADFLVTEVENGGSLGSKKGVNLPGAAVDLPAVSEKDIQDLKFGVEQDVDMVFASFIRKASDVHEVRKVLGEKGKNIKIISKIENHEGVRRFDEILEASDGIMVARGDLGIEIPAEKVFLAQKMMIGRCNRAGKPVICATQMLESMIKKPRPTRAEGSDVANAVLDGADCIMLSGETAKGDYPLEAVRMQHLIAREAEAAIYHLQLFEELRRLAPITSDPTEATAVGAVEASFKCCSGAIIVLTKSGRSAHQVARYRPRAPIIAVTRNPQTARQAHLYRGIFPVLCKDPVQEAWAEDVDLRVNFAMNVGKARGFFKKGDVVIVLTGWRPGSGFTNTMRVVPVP
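ATP formation by purified human PK-M2, quantified via coupled luciferase luminescence after 1 h at room temperature with 0.1 mM ADP and 0.5 mM PEP final.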
Starred values were filed as active, the others as inactive; & = joins results of further samples; [ ] = dose if it differs, or a comment. % is set by controls: 0 for no effect and ±100 for the full control effect. Not all compounds are listed; count on the stated rates, not on these rows.

How did COC(=O)CC1c2ccccc2C(Cc2ccc(OC)cc2)=C(C)N1C(=O)OC (centres undefined) do in these assays?
Coupling enz: 0; PKM2 activator: -7%[11.5 µM]

What do the screens show for `CCCn1c(C)nc2c(NCCCN(CC)CC)nc(C)nc21`?
Coupling enz: 1; PKM2 activator: -5%

How did Cc1nc(N2CCOCC2)c2nc(-c3ccccc3)n(CCN3CCCC3)c2n1 do in these assays?
Coupling enz: 1; PKM2 activator: -10%

What do the screens show for `COc1ccc(-c2oc3cc(OC)ccc3c2C(=O)c2ccc(C#N)cc2)cc1`?
Coupling enz: -5; PKM2 activator: -3%

What do the screens show for `CCCn1c(C)nc2c(NCCCCN3CCCC3)nc(C)nc21`?
Coupling enz: 1; PKM2 activator: -2%

What do the screens show for `C[C@@H](C(=O)Nc1ccc2ccccc2c1)[C@@H]1C[C@@]1(C)[C@@H](NC(=O)Oc1ccc(F)cc1)c1ccccc1`?
Coupling enz: -1; PKM2 activator: 0%

What do the screens show for `COC(=O)[C@@]1(Cc2ccc(OC)cc2)[C@H]2c3cc(C(=O)N4CCCC4)n(Cc4ccsc4Br)c3C[C@H]2CN1C(=O)c1ccccc1`?
Coupling enz: 0; PKM2 activator: 1%

How did CCCn1c(-c2ccc(F)cc2)nc2c(NCC3CCCN3CC)nc(C)nc21 (centres undefined) do in these assays?
Coupling enz: 0; PKM2 activator: -17%

Results for CC(=O)N1CC=CC1(CC(C)C)C(=O)NCc1ccccn1 (centres undefined) ?
Coupling enz: 0; PKM2 activator: 1%

What do the screens show for `NC1(C(=O)O)CC(C(=O)O)C1` (centres undefined)?
Coupling enz: -2&3; PKM2 activator: -6%

What do the screens show for `C[C@@H](C(=O)NCc1nc2ccccc2[nH]1)[C@@H]1C[C@@]1(C)[C@@H](NC(=O)OCc1ccccc1)c1ccccc1`?
Coupling enz: 5; PKM2 activator: -1%

Results for CCCn1c(C)nc2c(NCCN(C)C)nc(C)nc21 ?
Coupling enz: 1; PKM2 activator: -1%

How did CCN1CCCC1Cn1c(-c2ccccc2)nc2c(NCc3ccccc3)nc(C)nc21 (centres undefined) do in these assays?
Coupling enz: -2; PKM2 activator: -3%

How did C[C@@]1(O)C(O)[C@@H](CO)O[C@H]1n1cnc2c(NC3CCCC3)nc(Cl)nc21 (some centres undefined) do in these assays?
Coupling enz: 1; PKM2 activator: -3%

What do the screens show for `CC(C)=C1C(=O)C(c2ccccc2)=C2CN3C(=O)N(CCc4ccccc4)C(=O)[C@]3(Cc3ccccc3)[C@H]21`?
Coupling enz: -2; PKM2 activator: 0%

What do the screens show for `O=C(NCC1CC1)[C@H]1C[C@@H]1[C@H](NP(=O)(c1ccccc1)c1ccccc1)c1ccccc1`?
Coupling enz: 4; PKM2 activator: 4%

Results for CCCn1c(-c2ccc(F)cc2)nc2c(NC(C)CN(C)C)nc(C)nc21 (centres undefined) ?
Coupling enz: 3; PKM2 activator: -5%

What do the screens show for `CCCCS(=O)(=O)N1C2=NC(C(=O)OC)=C(C(=O)OC)[C@@H]3Nc4ccccc4[C@]23C[C@H]1C(=O)OC`?
Coupling enz: -1; PKM2 activator: -2%[11.5 µM]

Results for COC(=O)[C@@]1(Cc2ccccc2)[C@H]2c3cc(C(=O)N(C)C)n(CCF)c3C[C@H]2CN1C(=O)c1ccccc1 ?
Coupling enz: 1; PKM2 activator: 3%

What do the screens show for `FC(F)(F)c1cccc(-c2noc(-c3cc(-c4ccccc4)c(C(F)(F)F)s3)n2)c1`?
Coupling enz: -1&0; PKM2 activator: 2%

How did C#CCCOC(=O)N1C2=NC(C(=O)OC)=C(C(=O)OC)[C@@H]3N(CC#CC)c4ccccc4[C@]23C[C@H]1C(=O)OC do in these assays?
Coupling enz: 1; PKM2 activator: -5%[11.5 µM]

What do the screens show for `CC[C@@H]1Cn2c(c3nc(-c4ccccc4)nc-3n(C)c2=O)N1`?
Coupling enz: 0; PKM2 activator: -4%

How did COc1ccc2nc3c(cc2c1)Cc1ccccc1-3 do in these assays?
Coupling enz: -25; PKM2 activator: -76%

What do the screens show for `CCCCC1=CC2=C(c3ccco3)C(=O)C(C)(OC(=O)c3ccc(OC)cc3)C(=O)C2=CN1CCc1c[nH]c2ccccc12` (centres undefined)?
Coupling enz: 3; PKM2 activator: -5%[11.5 µM]

How did COc1ccc(-c2nc3c(c4c2C[C@H](c2ccccc2)OC4)CN(C(=O)Nc2cccc(C#N)c2)CC3)c(C)c1 do in these assays?
Coupling enz: 3; PKM2 activator: -1%[11.5 µM]

Results for CCC/C=C(\CCC)C(NC(=O)c1ccc(-c2ccccc2)cc1)c1ccc(C(=O)OC)cc1 (centres undefined) ?
Coupling enz: -1; PKM2 activator: -1%

What do the screens show for `COC(=O)C1=C(C(=O)OC)[C@@H]2N(C)c3ccccc3[C@@]23C[C@@H](C(=O)OC)N(S(=O)(=O)c2ccc(C)cc2)C3=N1`?
Coupling enz: 0; PKM2 activator: -7%[11.5 µM]

What do the screens show for `CCCn1c(C)nc2c(NCCCN(C)C)nc(C)nc21`?
Coupling enz: 0; PKM2 activator: 1%

What do the screens show for `CCC1=C2CC[C@H]3C(=O)N(c4ccccc4)C(=O)[C@H]3[C@H]2[C@@]2(Cc3ccccc3)C(=NCCc3c[nH]c4ccccc34)OC(=O)N2C1=O`?
Coupling enz: 1; PKM2 activator: -3%

How did CC(C)(C)c1cc(C(=O)/C=C/c2ccc(C(=O)O)cc2)cc(C(C)(C)C)c1 do in these assays?
Coupling enz: 12; PKM2 activator: 2%

Results for COC(=O)c1ccc(C(/C=C/[C@@H](C)C(=O)N[C@H](C)CO)NC(=O)OCc2ccccc2)cc1 (some centres undefined) ?
Coupling enz: 1; PKM2 activator: 0%

Results for COC(=O)N1C2=C(c3ccccc3[C@@H]1CC(=O)Nc1ccc3ccc4cccc5ccc1c3c45)[C@@H]1C(=O)N(c3ccccc3)C(=O)[C@@H]1[C@H](C)C2 ?
Coupling enz: 0; PKM2 activator: -8%[11.5 µM]

What do the screens show for `COC(=O)c1ccc(C(NC(=O)c2ccccc2)[C@]2(C)C[C@H]2C2CCCCC2)cc1` (some centres undefined)?
Coupling enz: -2; PKM2 activator: 0%

Results for CCCn1c(-c2ccc(F)cc2)nc2c(NC3CCN(Cc4ccccc4)CC3)nc(C)nc21 ?
Coupling enz: 1; PKM2 activator: -3%

What do the screens show for `CC(C)CC1(C(=O)O)C=CCN1C(=O)c1ccccc1` (centres undefined)?
Coupling enz: 1; PKM2 activator: 0%

How did C/C=C/C1=Cc2ccccc2C(CC(=O)OC)N1C(=O)OC (centres undefined) do in these assays?
Coupling enz: 0; PKM2 activator: -10%[11.5 µM]

How did COC(=O)Cn1c(C(=O)N(C)C)cc2c1C[C@H]1CN(C(=O)c3ccccc3)[C@@](Cc3ccc(F)cc3)(C(=O)OC)[C@@H]21 do in these assays?
Coupling enz: 1; PKM2 activator: -2%

Results for CC#CCN1c2ccccc2[C@]23C[C@@H](C(=O)OC)N(S(=O)(=O)c4ccc(Br)cc4)C2=NC(C(=O)OC)=C(C(=O)OC)[C@H]13 ?
Coupling enz: 1; PKM2 activator: 0%[11.5 µM]

Results for CC[C@H]1C2=C3C(CC[C@H]4C(OCc5ccc(F)cc5C(F)(F)F)OC[C@](C)([C@@H]34)N(C(=O)OC(C)(C)C)C2)C(COC)C1COC (some centres undefined) ?
Coupling enz: -1; PKM2 activator: -2%

Results for COC(=O)c1ccc(C(NC(=O)OCc2ccccc2)/C(F)=C/[C@@H](C)C(=O)NCCc2c[nH]c3ccc(OC)cc23)cc1 (some centres undefined) ?
Coupling enz: -1; PKM2 activator: 0%

Results for CC(C)NC(=O)[C@H]1C[C@@H]1[C@H](NC(=O)OCc1ccccc1)c1ccccc1 ?
Coupling enz: 6; PKM2 activator: -3%

Results for COC(=O)C1=C(C(=O)OC)[C@@H]2Nc3ccccc3[C@@]23C[C@@H](C(=O)OC)N(S(=O)(=O)c2c(C)noc2C)C3=N1 ?
Coupling enz: -1; PKM2 activator: 5%[11.5 µM]

What do the screens show for `CCCn1c(-c2ccc(F)cc2)nc2c(NCCN(CC)CC)nc(C)nc21`?
Coupling enz: 0; PKM2 activator: -13%

Results for CCCn1c(-c2ccc(F)cc2)nc2c(NCCN(C(C)C)C(C)C)nc(C)nc21 ?
Coupling enz: 1; PKM2 activator: -6%

Results for C[C@H]1Cc2c(-c3ccccc3)nc3c(c2CO1)CN(S(=O)(=O)c1ccc(Cl)c2nonc12)CC3 ?
Coupling enz: 2; PKM2 activator: -3%[11.5 µM]

Results for COC(=O)[C@@]1(Cc2ccc(F)cc2)[C@H]2c3cc(C(=O)N(C)C)n(Cc4ccc(C(F)(F)F)nc4)c3C[C@H]2CN1C(=O)c1ccccc1 ?
Coupling enz: -1; PKM2 activator: 4%

Results for CCCC[C@@H]1C[C@H]1C(NC(=O)c1cccs1)c1ccc(C(F)(F)F)cc1 (some centres undefined) ?
Coupling enz: -7; PKM2 activator: -8%

What do the screens show for `COC(=O)C1=C(C(=O)OC)[C@@H]2N(C)c3ccc(OC)cc3[C@@]23C[C@@H](C(=O)OC)N(S(=O)(=O)c2ccc(C#N)cc2)C3=N1`?
Coupling enz: -2; PKM2 activator: 1%[11.5 µM]

What do the screens show for `COC(=O)[C@@]1(Cc2ccc(OC)cc2)[C@H]2c3cc(C(=O)N4CCCC4)n(Cc4ccc(OC(F)(F)F)cc4)c3C[C@H]2CN1C(=O)c1ccccc1`?
Coupling enz: -1; PKM2 activator: 3%

What do the screens show for `CCCCCS(=O)(=O)CCCCCCCCCCn1c(-c2ccc(O)cc2)c(C)c2cc(O)ccc21`?
Coupling enz: 2; PKM2 activator: 6%

How did C[C@H]1Cc2c(COc3ccccc3)nc3c(c2CO1)CN(S(=O)(=O)c1ccc(C#N)cc1)CC3 do in these assays?
Coupling enz: 1; PKM2 activator: -5%[11.5 µM]

What do the screens show for `C=CCN1c2ccccc2[C@]23C[C@@H](C(=O)OC)N(S(=O)(=O)c4ccc5c(c4)OCCN5C)C2=NC(C(=O)OC)=C(C(=O)OC)[C@H]13`?
Coupling enz: 1; PKM2 activator: 1%[11.5 µM]

Results for CC#CCN1c2ccccc2[C@]23C[C@@H](C(=O)OC)N(S(=O)(=O)c4ccc([N+](=O)[O-])cc4)C2=NC(C(=O)OC)=C(C(=O)OC)[C@H]13 ?
Coupling enz: 0; PKM2 activator: -2%[11.5 µM]

How did CCc1c2c(nc3ccccc13)OC(C)C2 (centres undefined) do in these assays?
Coupling enz: 0; PKM2 activator: 0%

What do the screens show for `COC(=O)[C@@H]1C[C@@]2(O)[C@H](O)[C@H](O)[C@H](O)C[C@H]2N1Cc1c(F)cccc1Cl`?
Coupling enz: 7; PKM2 activator: 6%

How did CCCCc1nc2c(c3c1C[C@H](C)OC3)CN(C(=O)Nc1ccc(OC)cc1)CC2 do in these assays?
Coupling enz: 2; PKM2 activator: -3%[11.5 µM]

What do the screens show for `COC(=O)c1ccc(C(/C=C/[C@@H](C)C(=O)NCc2ccc(OC)c(O)c2)NC(=O)OCc2ccccc2)cc1` (some centres undefined)?
Coupling enz: -1; PKM2 activator: -5%

Results for CCCn1c(-c2ccc(F)cc2)nc2c(NCCN3CCCCC3)nc(C)nc21 ?
Coupling enz: 1; PKM2 activator: -5%

What do the screens show for `COC(=O)[C@@]1(Cc2ccccc2)[C@H]2c3cc(C(=O)N(C)C)n(Cc4ccc(S(C)(=O)=O)cc4)c3C[C@H]2CN1C(=O)c1ccccc1`?
Coupling enz: 0; PKM2 activator: 4%

What do the screens show for `C=CCNC(=O)N1CCc2nc(-c3ccc(OC)cc3C)c3c(c2C1)CO[C@@H](c1ccccc1)C3`?
Coupling enz: 3; PKM2 activator: 5%[11.5 µM]

For reference, part of the list above:
How did CCc1c2c(nc3ccccc13)OC(C)C2 (centres undefined) do in these assays?
Coupling enz: 0; PKM2 activator: 0%

What do the screens show for `COC(=O)[C@@H]1C[C@@]2(O)[C@H](O)[C@H](O)[C@H](O)C[C@H]2N1Cc1c(F)cccc1Cl`?
Coupling enz: 7; PKM2 activator: 6%

How did CCCCc1nc2c(c3c1C[C@H](C)OC3)CN(C(=O)Nc1ccc(OC)cc1)CC2 do in these assays?
Coupling enz: 2; PKM2 activator: -3%[11.5 µM]

What do the screens show for `COC(=O)c1ccc(C(/C=C/[C@@H](C)C(=O)NCc2ccc(OC)c(O)c2)NC(=O)OCc2ccccc2)cc1` (some centres undefined)?
Coupling enz: -1; PKM2 activator: -5%

Results for CCCn1c(-c2ccc(F)cc2)nc2c(NCCN3CCCCC3)nc(C)nc21 ?
Coupling enz: 1; PKM2 activator: -5%

What do the screens show for `COC(=O)[C@@]1(Cc2ccccc2)[C@H]2c3cc(C(=O)N(C)C)n(Cc4ccc(S(C)(=O)=O)cc4)c3C[C@H]2CN1C(=O)c1ccccc1`?
Coupling enz: 0; PKM2 activator: 4%

What do the screens show for `C=CCNC(=O)N1CCc2nc(-c3ccc(OC)cc3C)c3c(c2C1)CO[C@@H](c1ccccc1)C3`?
Coupling enz: 3; PKM2 activator: 5%[11.5 µM]

(list continues)
How did CCCCNc1nc(C)nc2c1nc(-c1ccccc1)n2C1CCN(Cc2ccccc2)C1 (centres undefined) do in these assays?
Coupling enz: 1; PKM2 activator: -3%

What do the screens show for `C=CCN1c2ccccc2[C@]23C[C@@H](C(=O)OC)N(S(=O)(=O)c4c(C)noc4C)C2=NC(C(=O)OC)=C(C(=O)OC)[C@H]13`?
Coupling enz: 1; PKM2 activator: 1%[11.5 µM]

How did COC(=O)C1=C(C(=O)OC)[C@@H]2N(Cc3ccccc3)c3ccccc3[C@@]23C[C@@H](C(=O)OC)N(S(=O)(=O)c2c(C)noc2C)C3=N1 do in these assays?
Coupling enz: 4; PKM2 activator: -5%[11.5 µM]

Results for CCCC1(C(=O)OC)C=C2C(=C(C)C(=O)C2C)CN1 (centres undefined) ?
Coupling enz: -22; PKM2 activator: -2%

Compound activity as filed in PubChem BioAssay.
